ARFGAP1 inhibitor: rat ARFGAP1 inhibition. Q62848. inhibition, % at 16.5 µM. Arfgap1-stimulated ARF1 GTP hydrolysis, GDP FP detection. AID 651572. hit rate 0.26% among 360,000;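 active means inhibition above a per-plate limit, mean inhibition of low control wells plus 3 SD, cut at about 25% in these data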;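 further: 0% = DMSO wells with enzyme and 100% = wells lacking Arfgap1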
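Assay system: purified rat His6-Arfgap1 residues 1-136 (GAP domain); Reagent: human Δ17 ARF1 bound to GTP; Dosing: 16.5 µM single point, 1.26% DMSO; Times: GTP hydrolysis reaction 2 h at 25 °C; Signal: FP, GDP Alexa 633 tracer displaced from anti-GDP antibody, 620/688 nm; Measure: % inhibition from polarization.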
GC-B act: GC-B (human) receptor activation; activation, % at 10 µM; P20594; hit rate 0.11% among 370,000; HEK293-GC-B cells, CNP EC30, cGMP TR-FRET; 0% at EC30 CNP, 100% saturating CNP;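 active means activation at 10 µM reaching about 35% in either raw or pattern-adjusted values, limit read from the data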
PG9 Ab binder: PG9 antibody binding by small molecule | TR-FRET gp120-PG9 antibody binding | inhibition, % at 6.7 µM | hit rate 0.43% among 360,000 | AID 624416; in the data active means inhibition above about 8.5%
rCAG RNA binder: binds r(CAG) RNA repeats. r(CAG) RNA repeat, TO-PRO-1 dye displacement fluorescence. inhibition, % at 3 µM. hit rate 1.3% among 370,000;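 active means inhibition above the plate cutoff, the mean of all test compounds on that plate plus 3 SD, cut at about 35% in these data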;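 further: 0% = DMSO alone and 100% = 100 µM mitoxantrone as full dye displacement; higher means more dye released from RNA so lower well fluorescence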
HTRA1 inh: HTRA1 (human) protease inhibition; Q92743; recombinant HTRA1, FP-rhodamine activity-based probe, fluorescence polarization; inhibition, % at 5.96 µM; hit rate 0.5% among 340,000; AID 504803; in the data active means inhibition above about 36%;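 further: 0% = enzyme with DMSO and 100% = wells lacking enzyme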
NR1D1 modulator: modulates human Rev-erb alpha binding to DNA; P20393; Rev-erbα–FITC-DNA binding, fluorescence polarization, 90 min; activity, % at 10 µM; hit rate 0.79% among 370,000;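 active means activity above about 14%, limit read from the data; passing the limit was not always enough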;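 further: 0% = DMSO wells with 35 nM protein and 100% = DMSO wells with 750 nM protein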
Target sequence (P20393 whole entry, looked up): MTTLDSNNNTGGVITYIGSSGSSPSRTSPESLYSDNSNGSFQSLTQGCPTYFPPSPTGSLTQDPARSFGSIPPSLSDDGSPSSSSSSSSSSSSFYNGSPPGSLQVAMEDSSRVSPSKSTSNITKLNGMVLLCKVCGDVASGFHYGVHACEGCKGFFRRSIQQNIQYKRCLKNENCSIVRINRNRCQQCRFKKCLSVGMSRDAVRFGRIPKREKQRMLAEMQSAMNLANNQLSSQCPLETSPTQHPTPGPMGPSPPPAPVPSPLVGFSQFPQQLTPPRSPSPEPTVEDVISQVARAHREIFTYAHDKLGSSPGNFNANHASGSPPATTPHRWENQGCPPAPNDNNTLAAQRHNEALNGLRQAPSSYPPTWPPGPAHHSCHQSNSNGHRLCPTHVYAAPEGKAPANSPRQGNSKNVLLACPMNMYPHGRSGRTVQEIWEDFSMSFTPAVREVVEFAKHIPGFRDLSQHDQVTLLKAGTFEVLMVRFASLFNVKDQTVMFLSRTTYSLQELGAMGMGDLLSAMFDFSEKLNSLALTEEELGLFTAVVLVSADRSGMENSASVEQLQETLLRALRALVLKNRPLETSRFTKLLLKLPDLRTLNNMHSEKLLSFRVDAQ
ABHD4 inh: ABHD4 (mouse) inhibition, primary FP screen; purified mABHD4, FP-Rh probe fluorescence polarization; inhibition, % at 8.92 µM; hit rate 0.54% among 370,000;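 active means inhibition exceeding the mean over every tested compound plus 3 SD, cut at about 30% in these data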;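 further: 0% = plate median of compound wells and 100% = S159A mutant with DMSO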
Target sequence (Q8VD66 whole entry, looked up): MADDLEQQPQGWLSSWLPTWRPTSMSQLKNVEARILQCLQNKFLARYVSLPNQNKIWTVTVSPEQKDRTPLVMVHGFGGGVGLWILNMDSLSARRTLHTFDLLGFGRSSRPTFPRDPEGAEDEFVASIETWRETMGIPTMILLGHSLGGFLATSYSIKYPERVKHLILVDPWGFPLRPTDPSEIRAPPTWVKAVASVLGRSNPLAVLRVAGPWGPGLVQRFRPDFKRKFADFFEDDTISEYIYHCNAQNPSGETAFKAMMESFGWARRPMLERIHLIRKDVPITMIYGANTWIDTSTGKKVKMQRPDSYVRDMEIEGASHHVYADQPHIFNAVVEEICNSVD
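Assay system: wild-type mouse ABHD4 protein; compound: single nominal dose of 8.92 µM, 0.89% DMSO final; schedule: 45 min + 60 min at 25 °C; measured by: FP readout, ex 525 nm / em 598 nm; evaluation: % inhibition of FP-Rh probe binding versus controls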
SMARCA2 activ: increases SMARCA2 function in MMTV reporter cells. MG213 cells, MMTV-luciferase reporter, dexamethasone, overnight. activation, % at 9.1 µM. hit rate 1% among 370,000; in the data active means activation above about 7.8%;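 further: 0% = vehicle wells and 100% = reference activator wells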
NPR1 activator: GC-A (human) enzyme activation; activation, % at 10 µM; P16066; hit rate 0.14% among 370,000; HEK293 GC-A cells, cGMP TR-FRET, EC30 ANP; 0% at EC30 ANP, 100% saturating ANP; AID 1671463; in the data active means activation above about 40%
ASAP1 inh: inhibitors of human ASAP1 ArfGAP activity; Q9ULH1; ASAP1-stimulated ARF1 GTP hydrolysis, GDP FP detection; inhibition, % at 16.5 µM; hit rate 0.19% among 360,000; AID 624377; in the data active means inhibition above about 25%;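 further: 0% = vehicle with enzyme and substrate and 100% = no enzyme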
An asterisk follows results filed as active; . = no result given.

The first six entries (preview)
SMILES	ARFGAP1 inhibitor	GC-B act	PG9 Ab binder	rCAG RNA binder	HTRA1 inh	NR1D1 modulator	ABHD4 inh	SMARCA2 activ	NPR1 activator	ASAP1 inh
Cn1nccc1C(=O)Nc1ccccc1C(=O)O	-3	1	0.8	3	5	4	2	2	-1	-1
Cc1cccc(OCc2nc3ccccc3n2C)c1	3	-5	1.8	-4	3	-3	0	1	-4	5
COc1ccc(C2CC(=O)C3=C(C2)Nc2ccccc2N(C(=O)CCC(=O)O)C3c2ccc(F)cc2)cc1 (configuration not stated)	17	1	-0.1	18	4	-5	-8	-2	3	7
COc1ccc(CNC(=O)CN(C)Cc2ccc(C(C)(C)C)cc2)cc1	3	-3	-1.3	-8	-11	25*	18	0	-2	-3
CCOC(=O)[C@]12CCCC=C1N(Cc1ccc3c(c1)OCO3)C(=O)[C@H](CC(=O)N1CCCC1)C2	4	3	0.5	0	.	-2	-8	-5	-1	-10
Cc1cc(=O)n2[nH]c(C(=O)O)nc2n1	10	10	-1.1	0	-3	-6	5	1	1	-3

The list itself, repeating the preview:
SMILES	ARFGAP1 inhibitor	GC-B act	PG9 Ab binder	rCAG RNA binder	HTRA1 inh	NR1D1 modulator	ABHD4 inh	SMARCA2 activ	NPR1 activator	ASAP1 inh
Cn1nccc1C(=O)Nc1ccccc1C(=O)O	-3	1	0.8	3	5	4	2	2	-1	-1
Cc1cccc(OCc2nc3ccccc3n2C)c1	3	-5	1.8	-4	3	-3	0	1	-4	5
COc1ccc(C2CC(=O)C3=C(C2)Nc2ccccc2N(C(=O)CCC(=O)O)C3c2ccc(F)cc2)cc1 (configuration not stated)	17	1	-0.1	18	4	-5	-8	-2	3	7
COc1ccc(CNC(=O)CN(C)Cc2ccc(C(C)(C)C)cc2)cc1	3	-3	-1.3	-8	-11	25*	18	0	-2	-3
CCOC(=O)[C@]12CCCC=C1N(Cc1ccc3c(c1)OCO3)C(=O)[C@H](CC(=O)N1CCCC1)C2	4	3	0.5	0	.	-2	-8	-5	-1	-10
Cc1cc(=O)n2[nH]c(C(=O)O)nc2n1	10	10	-1.1	0	-3	-6	5	1	1	-3
Nc1nnc(SCCN2C(=O)c3ccccc3S2(=O)=O)s1	10	-3	-0.1	2	-1	1	5	0	-2	-3
CCc1c(O)nc(SCC(=O)Nc2cc(C)on2)n(-c2ccccc2)c1=O	0	3	-3.3	2	-2	-3	-7	-4	3	11
O=C(CSc1nccc(=O)[nH]1)NC1CCCc2ccccc21 (configuration not stated)	-21	1	0.0	-1	3	-7	-1	-2	-2	-1
CC(=O)Nc1ccc(CNc2nc(NCCN(C)C)nc3cc(-c4ccccc4)sc23)cc1	-7	1	-1.3	7	.	-6	2	4	14	6
COc1cccc(C(=O)OCC(=O)c2c[nH]c3ccccc23)c1OC	-1	-3	0.0	5	0	3	-3	6	-2	-4
CCOC(=O)C1=C(C)N=c2s/c(=C\c3ccc(OC(C)=O)c(OCC)c3)c(=O)n2C1/C=C/c1ccccc1 (configuration not stated)	-3	-1	0.5	3	14	-4	4	-2	-3	15
O=C(C(=O)N1CCN(C(=O)c2cc(C(F)(F)F)cc(C(F)(F)F)c2)CC1)c1cccc(C(F)(F)F)c1	-4	-3	-0.8	0	.	-3	5	-2	2	-8
Cc1[nH]c2ccccc2c1N=Nc1cc(C(=O)O)cc(C(=O)O)c1	5	-1	-13	8	-3	2	11	-1	-1	-7
Cc1noc(C)c1S(=O)(=O)N1CCC(C(=O)NCCc2ccc(S(N)(=O)=O)cc2)CC1	-3	-5	0.1	-2	-4	2	2	0	5	-3
CCCCN(C(=O)c1ccco1)C1CCS(=O)(=O)C1 (configuration not stated)	10	9	0.5	-3	-7	-4	-2	-1	5	-11
O=C(N=C1SCC(=O)N1c1ccccc1)c1ccco1	9	4	2.5	12	-8	5	-48	6	1	2
COCCNC(=S)Nc1ccc(S(=O)(=O)Nc2ncccn2)cc1	12	1	0.2	2	2	3	-18	1	1	-3
CN1C(=O)CC(N2CCC(C(N)=O)(N3CCCCC3)CC2)C1=O (configuration not stated)	-3	-3	3.8	-1	-9	-7	-4	-3	-2	-6
CCN(CC)C(=O)C1CCCN(Cc2nc(-c3cccs3)no2)C1 (configuration not stated)	-8	-4	-0.4	3	-2	-2	-15	0	0	-5
Cn1cc([C@@H]2C[C@H]3CN(Cc4cccc(Cl)c4)C(=O)[C@]34CCCN24)c(-c2ccccc2)n1	-2	-6	-0.6	-11	-15	-3	2	0	-7	1
C=CCn1c(C)cc(C2=NNC(=Nc3ccc(C)cc3)SC2)c1C	-3	6	1.2	11	22	-1	9	-3	-2	3
Cc1ccc(C)c(CN2C(=O)NC3(CCCCCC3)C2=O)c1	22	1	-1.8	-3	-11	3	7	1	0	-4
O=C(COC(=O)c1ccc(Br)o1)NCc1cccs1	-10	3	-0.3	0	4	-2	-5	-4	1	9
Cc1cc(C)c(C(=O)COC(=O)c2cc([N+](=O)[O-])ccc2NCCO)cc1C	-8	1	1.4	12	-49	8	-31	-1	4	-7
CCOC(=O)CNC(=O)CSc1ccc2nnc(-c3ccc(F)cc3)n2n1	8	6	0.4	-3	3	4	4	-1	-2	12
O=C(O)CC(C(=O)O)N1C(=O)/C(=C/C=C/c2ccco2)SC1=S (configuration not stated)	-8	0	-3.3	34	22	5	35*	-4	-2	1
O=C(NCc1ccc(F)cc1)C1CCN(S(=O)(=O)c2cccnc2)CC1	2	-4	-1.2	1	-5	5	6	-2	7	2
O=C(N/N=C/c1ccc(O)cc1)c1ccc(COc2cc(Cl)ccc2Cl)o1	9	-1	-1.8	2	-23	0	-31	2	-7	-8
COc1ccc(Cc2c(-c3ccc(C)cc3)nc3ccc(Cl)cn23)c(C)c1	-3	0	-1.2	32	.	-5	-4	0	5	-8
CC[C@@H](C)C(N)c1cn([C@@H](CCC(=O)O)C(=O)N2CCNCC2)nn1 (some centres not stated)	-8	8	0.3	-1	10	-2	1	0	4	5
Cc1[nH]c2ccccc2c1C(=O)CN1C(=O)NC(C)(c2ccc(Cl)cc2Cl)C1=O (configuration not stated)	12	0	-2.2	11	-31	5	-24	-3	-16	15
O=C(O)c1ccc2c(=O)[nH]c(CCl)nc2c1	6	-1	0.2	-2	4	0	4	-3	5	-1
CCOc1ccc(CC(=O)NNC(=S)NC)cc1	-13	6	-0.7	-1	.	4	8	-5	0	-5
CCCCN(CCCC)C(=O)c1ccccc1NC(=O)CN1C(=O)c2ccccc2C1=O	2	-1	0.6	-6	-5	2	0	1	-3	7
O=C(CN1CCN(c2ccc(Cl)cc2)CC1)N1CCCC1	5	6	-1.9	0	0	7	-4	0	-2	-11
CC(=O)NNC(=S)Nc1cccc(F)c1	-8	-3	0.0	3	.	0	0	-1	2	-6
N#Cc1c(NC(=O)CSc2ncn[nH]2)sc2c1CCCCC2	8	-1	-1.5	5	-6	-3	-3	-12	3	-10
CCCCn1c(N)c(N(CCOC)C(=O)CN(C)S(=O)(=O)c2ccc(F)cc2)c(=O)[nH]c1=O	6	-7	-0.2	-2	-3	-4	5	1	3	1
COc1ccc(CN2CC(C(=O)NCCc3ccc(Cl)cc3)CC2=O)cc1 (configuration not stated)	2	-3	0.2	-6	1	2	7	-4	-3	-5

Continued, starting with the last two of the part before.
SMILES	ARFGAP1 inhibitor	GC-B act	PG9 Ab binder	rCAG RNA binder	HTRA1 inh	NR1D1 modulator	ABHD4 inh	SMARCA2 activ	NPR1 activator	ASAP1 inh
CCCCn1c(N)c(N(CCOC)C(=O)CN(C)S(=O)(=O)c2ccc(F)cc2)c(=O)[nH]c1=O	6	-7	-0.2	-2	-3	-4	5	1	3	1
COc1ccc(CN2CC(C(=O)NCCc3ccc(Cl)cc3)CC2=O)cc1 (configuration not stated)	2	-3	0.2	-6	1	2	7	-4	-3	-5
CCc1ccc(CNC(=O)CCn2ccc3cc(S(=O)(=O)N4CCCC4)ccc32)cc1	9	-3	0.7	-2	-12	2	2	-2	-3	-9
Cn1cccc1C(=O)OCC(=O)NCCc1ccccc1	22	-2	0.0	0	2	1	5	1	3	-5
Fc1ccccc1Nc1nc2ccccc2o1	-3	-3	-3.0	3	-3	-8	-3	6	8	13
CCCn1nc(NC(=O)c2cccs2)c2cc3ccc(C)cc3nc21	0	6	1.8	5	-34	-4	2	0	6	7
CN1CCCCC(NC(=O)CCl)C1=O (configuration not stated)	7	-7	-0.6	1	.	0	3	0	3	11
COc1ccccc1CCC(=O)N(C)CC(=O)Nc1ccc(Cl)c(C(F)(F)F)c1	20	-4	-0.6	0	-42	5	-16	1	-4	19
O=[N+]([O-])c1cc(NCCO)c(N2CCCCCC2)c2nonc12	9	-4	-2.0	6	7	4	1	-3	-1	0
CCOC(=O)C1=C(N)OC2=C(C(=O)CCC2)C1c1ccccc1OCC (configuration not stated)	12	-4	-0.1	-3	1	4	-5	-3	-9	12
Cc1ccsc1CNC1C2CC3CC(C2)CC1C3 (configuration not stated)	1	-3	-1.9	-2	-4	1	-3	0	-2	-6
Cc1nc(C)c(-c2ccc(SCc3ccccc3F)nn2)s1	3	5	0.1	0	-14	-2	-22	2	11	-16

Quoted from the listing:
Under HTRA1 inh, `CCc1ccc(CNC(=O)CCn2ccc3cc(S(=O)(=O)N4CCCC4)ccc32)cc1` reads -12
Under NPR1 activator, `Cc1ccsc1CNC1C2CC3CC(C2)CC1C3` (configuration not stated) reads -2
Under ABHD4 inh, `COc1cccc(C(=O)OCC(=O)c2c[nH]c3ccccc23)c1OC` reads -3
Under SMARCA2 activ, `CCOC(=O)[C@]12CCCC=C1N(Cc1ccc3c(c1)OCO3)C(=O)[C@H](CC(=O)N1CCCC1)C2` reads -5
Under ARFGAP1 inhibitor, `Cc1cc(=O)n2[nH]c(C(=O)O)nc2n1` reads 10

Next section.
SMILES	ARFGAP1 inhibitor	GC-B act	PG9 Ab binder	rCAG RNA binder	HTRA1 inh	NR1D1 modulator	ABHD4 inh	SMARCA2 activ	NPR1 activator	ASAP1 inh
CCOc1ccc(NC(=O)C2CC(=O)N(Cc3ccco3)C2)cc1 (configuration not stated)	16	2	1.3	3	7	-3	6	-2	3	-12
Cc1ccc(S(=O)(=O)CCC(=O)OCC(=O)N(Cc2ccccc2)C(C)C)cc1	6	-2	0.1	-6	-4	6	-1	0	1	7
CN(C)c1ccc(/C=N/NC(=O)c2cc(=O)[nH]c3ccccc23)cc1	8	-9	-9.4	4	-4	-5	-4	-3	-6	-1
CCCSC1=C(C#N)C(c2ccccc2C)C(C(=O)OC)C(=O)N1 (configuration not stated)	2	1	-2.3	-5	-8	4	-8	2	-3	-4
COc1cc(/C=C2\C(=O)N(CCC#N)N=C2C)ccc1OCC(=O)Nc1ccccc1	14	47*	-1.0	3	-5	-1	-1	-1	53*	-1
CNc1ccccc1C(=O)OC	8	-3	0.8	-1	0	-5	-2	1	2	3

Assay outcomes deposited in PubChem by several laboratories.

Hits appear at their usual frequency. About 4.4% of those tested had a hit in this group.
